# Tb PGK inh: qHTS Assay to Find Inhibitors of Phosphoglycerate Kinase; Potency, µM (doses to about 57.5 µM), for the others: at the top dose activity change, negative = inhibition, hits mostly inhibitors; PGK/GAPDH coupled, Kinase-Glo luminescence, 60 min; Phosphoglycerate kinase, glycosomal (Trypanosoma brucei brucei), P07378; actives 0.043% (n = 380,000); also: potency is read from the fitted curve at half-maximal effect; % is scaled to controls: 0 for no effect and ±100 for the full control effect; nearly all actives have a fitted effect of over 60% in size
#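 Recombinant glycosomal PGK reaction used 1,3-bisphosphoglycerate generated in-well by GAPDH (100nM final) in 100mM TEA pH 7.6, 5mM MgCl2, 0.01% Tween-20. After 60 minutes at room temperature, ATP was read by Kinase-Glo Plus luminescence end-point.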
# POLH inh: qHTS for Inhibitors of Polymerase Eta; recombinant Pol eta, fluorescent DNA replication assay; Potency, µM (titrated, usually from 114 µM), inactives show top-dose activity change, negative = inhibition, hits mostly inhibitors; actives 1.2% (n = 390,000); DNA polymerase eta (Homo sapiens), Q9Y253; also: potency is read from the fitted curve at half-maximal effect; % is scaled to controls: 0 for no effect and ±100 for the full control effect
# Target sequence (Q9Y253 whole entry, looked up): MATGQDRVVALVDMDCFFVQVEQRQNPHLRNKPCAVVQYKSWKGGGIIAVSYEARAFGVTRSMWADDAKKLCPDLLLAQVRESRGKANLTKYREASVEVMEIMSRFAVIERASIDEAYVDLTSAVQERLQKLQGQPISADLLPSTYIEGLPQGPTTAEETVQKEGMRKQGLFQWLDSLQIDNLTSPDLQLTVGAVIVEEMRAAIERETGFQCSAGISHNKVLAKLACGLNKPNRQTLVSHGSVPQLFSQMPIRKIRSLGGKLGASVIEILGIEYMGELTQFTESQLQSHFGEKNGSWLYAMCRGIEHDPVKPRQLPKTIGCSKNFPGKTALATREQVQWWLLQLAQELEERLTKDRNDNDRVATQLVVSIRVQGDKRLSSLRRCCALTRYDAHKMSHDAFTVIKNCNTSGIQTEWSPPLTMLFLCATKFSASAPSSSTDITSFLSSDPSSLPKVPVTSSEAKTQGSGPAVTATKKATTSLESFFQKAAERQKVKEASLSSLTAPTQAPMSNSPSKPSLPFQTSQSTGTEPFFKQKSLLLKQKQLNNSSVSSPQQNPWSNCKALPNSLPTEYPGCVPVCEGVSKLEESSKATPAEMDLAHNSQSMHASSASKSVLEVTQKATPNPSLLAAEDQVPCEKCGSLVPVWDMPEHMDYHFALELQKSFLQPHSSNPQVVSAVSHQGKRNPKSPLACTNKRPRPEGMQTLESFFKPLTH
#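 Pol eta at 10 nM preincubated with compounds 15 min at room temperature; reaction started with fluorescent substrate (50 nM final) and read kinetically at 0 and 10 min.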
# Anesthetic bind: qHTS Assay for Identification of Novel General Anesthetics; Ferritin light chain (Equus caballus), P02791; apoferritin/1-aminoanthracene competitive binding, fluorescence; Potency, µM (series often up to 77.5 µM), for the others: top-dose activity change, negative = displacement, actives largely listed as inhibitors; actives 0.074% (n = 350,000); AID 485281, 2010; also: potency is read from the fitted curve at half-maximal effect; % is scaled to controls: 0 for no effect and ±100 for the full control effect; nearly all actives have a fitted effect of over 20% in size
# Target sequence (P02791 2-175 limits assumed): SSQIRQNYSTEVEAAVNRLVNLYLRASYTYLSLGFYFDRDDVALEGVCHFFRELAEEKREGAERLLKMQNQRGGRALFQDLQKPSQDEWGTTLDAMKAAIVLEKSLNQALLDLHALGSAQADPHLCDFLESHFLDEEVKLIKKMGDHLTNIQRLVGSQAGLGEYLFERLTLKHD
#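 Steps: apoferritin (10 uM) was premixed with half-saturated 1-AMA in PBS, compounds were pin-transferred, plates stood 10 min at room temperature, fluorescence was read at 380/535 nm, and curves were fitted with a Hill equation.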
# POLK inh: qHTS for Inhibitors of Polymerase Kappa; DNA polymerase kappa (Homo sapiens), Q9UBT6; actives 0.53% (n = 400,000); Potency, µM (series often up to 107 µM), for inactives: top-dose activity, negative = inhibition, hits mostly inhibitors; purified Pol kappa, fluorescent DNA synthesis assay, 10 min; also: potency is read from the fitted curve at half-maximal effect; % is scaled to controls: 0 for no effect and ±100 for the full control effect
#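 50 nM final substrate added after 15 min RT preincubation of 10 nM Pol kappa with compound; fluorescence read at 0 and 10 min.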
# BLM helicase inh: qHTS Assay for Inhibitors of Bloom's syndrome helicase (BLM); RecQ-like DNA helicase BLM (Homo sapiens), P54132; recombinant BLM DNA unwinding, fluorescence dequenching; Potency, µM (doses to about 56.1 µM), for inactives: top-dose activity change, negative = inhibition, actives largely listed as inhibitors; actives 0.2% (n = 350,000);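 also: potency is read from the fitted curve at half-maximal effect; plate controls were vehicle for no effect and no enzyme for full effect; nearly all actives have a fitted effect of over 35% in size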
# POLI inh: qHTS for Inhibitors of Polymerase Iota | actives 1% (n = 390,000) | Potency, µM (top dose mostly 115 µM), without a hit: at the top dose activity, negative = inhibition, hits mostly inhibitors | Pol iota fluorescent replication assay, 10 min | DNA polymerase iota (Homo sapiens), Q9UNA4; also: potency is read from the fitted curve at half-maximal effect
#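 Pol iota at 10 nM preincubated 15 min with compounds at room temperature; reaction started with fluorescent substrate, 50 nM final. Fluorescence read kinetically at 0 and 10 min; buffer-only wells as negative control.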
# RXFP1 antagonist: qHTS Assay for Antagonists of the Relaxin Receptor RXFP1. HEK293-RXFP1, relaxin-stimulated cAMP HTRF, 30 min; active compounds read low. activity change, negative = inhibition, % at 57.5 µM. actives 0.59% (n = 350,000). AID 1259400, 2018;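 active = activity change of -60% or lower, but not beyond a set lower limit; inconclusive = change between -60% and -40%, or beyond the set limit; inactive = change above -40%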; also: % is scaled to controls: 0 for no effect and ±100 for the full control effect
# Pol beta inh: qHTS Assay for Inhibitors of DNA Polymerase Beta. P06746. Pol beta primer extension/strand displacement, fluorescence kinetic. Potency, µM (top dose mostly 114 µM), inactives show top-dose activity change, negative = inhibition, usual class: inhibitors. actives 1.3% (n = 340,000); also: potency is read from the fitted curve at half-maximal effect; % is scaled to controls: 0 for no effect and ±100 for the full control effect
#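 Preincubation: enzyme (10 nM) with compound, 15 min, RT. Reaction: substrate added to 50 nM final. Reads: 0 and 10 min. Analysis: normalized, Hill fit.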
# APE1 inh: qHTS Assay for Inhibitors of the Human Apurinic/apyrimidinic Endonuclease 1 (APE1); actives 0.35% (n = 350,000); DNA repair nuclease/redox regulator APEX1 (Homo sapiens), P27695; AID 2517, 2012; Potency, µM (titrated, usually from 65.8 µM), inactives show at the highest dose activity change, negative = inhibition, usual class: inhibitors; recombinant APE1, TAMRA/BHQ-2 abasic DNA cleavage fluorescence;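 also: potency is read from the fitted curve at half-maximal effect; plate controls were vehicle for no effect and reference inhibitor for full effect; nearly all actives have a fitted effect of over 55% in size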
#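 Kinetic fluorescence read (525 ex/598 em nm, three reads 60 s apart) of AP-site incision; signal = third minus first read. Enzyme 0.75 nM, dual-labelled THF duplex 50 nM, compound preincubation 15 min RT.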
# Numbers without * were called inactive; i = inactive; u = inconclusive; x = not tested or not shown; & = joins results of further samples; [ ] = another dose, or the depositor's remark. Unless noted, calls follow the shape of the dose curve; as a rule, active = well fitted curve in the direction sought with a large enough effect; inconclusive = small, poorly fitted or top-dose-only effect, or another doubt; inactive = no such curve, though single readings can be large; an effect the other way counts as inactive or inconclusive. The list is partial; the hit share may differ from the screen's.
# Sequence of screens – Anesthetic bind | POLI inh | POLK inh | Tb PGK inh | RXFP1 antagonist | POLH inh | BLM helicase inh | APE1 inh | Pol beta inh
COc1ccc2cc(CN(C(=O)Nc3ccccc3)C3CCCC3)c(=O)[nH]c2c1
    -15% | -6% | -4% | -2% | 5 | -14% | -1% | 0% | -10%
CCOc1[nH]c(/N=C/c2ccco2)c(C#N)c1C#N
    -1% | u | u | -1% | 7 | 14µM* | -4% | u | 12%
COc1ccc(OC)c(CNC(=O)CN2N=C(c3ccc(Cl)cc3)CCC2=O)c1
    u | 28% | -2%[60.1 µM] | -10% | -4 | 0% | -2% | x | 2%
CCCCCC1CC(CC(=O)Nc2ccc([N+](=O)[O-])cc2)C(=O)O1 (stereo not drawn)
    16µM* | 30% | u | x | -2 | u | -6% | 2% | 9%
NC1=C(Br)C(=O)c2ncccc2C1=O
    x | 11µM* | -4% | -3% | 13 | 18µM* | x | x | x
Cc1cc(C(=O)CN2C(=O)NC(C)(c3cccc(Br)c3)C2=O)c(C)n1Cc1ccco1 (stereo not drawn)
    -9% | -10% | -20% | 6% | 1 | -19% | -15% | -3% | -10%
Cc1ccc(/C(=N\S(=O)(=O)c2ccc(Br)cc2)Nc2ccccc2C)cc1
    -3% | 53%[activator] | -1% | -10% | -15 | -18% | -2% | 9% | 33%
Cc1ccc(SC(c2ccc(C)cc2)C(Cn2cncn2)C(=O)c2ccccc2)cc1 (stereo not drawn)
    -11% | 13% | -4% | 0% | -23 | -5% | -2% | 0% | -27%
Cc1cccc(C2NS(=O)(=O)N=C2N)c1 (stereo not drawn)
    2% | 14% | -4% | 2% | 14 | -5% | -2% | 14% | 18%
Cc1cccc(NC(=O)Cn2c(/C=C/c3ccccc3)nc3ccccc32)c1
    78%[activator] | 0% | -5% | -3% | 20 | -6% | -2% | -4% | -8%[57.1 µM]
NC(=O)NC(CC(=O)OCC(=O)NC(=O)NCc1ccco1)c1ccc(Cl)cc1 (stereo not drawn)
    -18% | u | -15% | 2% | 5 | u | -3% | 1% | -17%
CC12CCC(C(=O)N(c3ccccc3Cl)C1=O)C2(C)C (stereo not drawn)
    u | -15% | 1% | -7% | -10 | -7% | 3% | 1% | 3%
COc1ccc(C)cc1NC(=O)c1ccc(NS(=O)(=O)c2c(C)noc2C)cc1
    9%&-15% | u | 2%&5% | -2%&-7% | -7 | -8%&1% | -2%&0% | 15% | 51%&17%
CN(CC(=O)Nc1ccc(Cl)cc1F)C1=NS(=O)(=O)c2ccccc21
    x | 57%[activator] | -2% | i | -8 | -14% | x | 2% | x
CCc1cc(=O)oc2cc(OCC(=O)NCCCn3ccnc3)ccc12
    -9% | -28% | 4% | -2% | 7 | 0% | -8% | 24% | 2%
O=C(NNc1nc2cc3c(cc2s1)OCCO3)c1ccc(F)cc1
    -6% | 18% | 3% | -10% | 2 | -24% | -4% | 12% | 19%
O=C(N/N=C/c1ccco1)c1[nH]ncc1Br
    -4% | x | x | x | x | x | -2% | -2% | 11%
CC(=O)NC12CC3CC(C1)CC(C(=O)OCC(=O)c1cc(C)n(C)c1C)(C3)C2
    x | 2% | -7% | 6% | -19 | -10% | x | -8% | x
O=S(Cc1ccc(Br)cc1)Cc1nnc(SCc2ccc(Cl)cc2)n1-c1ccccc1 (stereo not drawn)
    61%[activator] | 8% | -6% | -9% | -4 | -10% | -12% | -10% | 6%
COC(=O)CSc1cc(C(F)(F)F)nc(-c2ccccn2)n1
    -16% | 27% | -1% | 20% | -11 | -14% | 1% | 0% | 81%
COc1ccccc1-c1oc2ccccc2c1C#CC1(N)CCCCC1
    x | 45%[activator] | 11% | -1% | x | -15% | x | -7% | x
O=C(O)C1=C(C(=O)N2CCN(C(=O)c3ccco3)CC2)CCCC1
    -14% | 2% | -3% | i | 0 | 4% | 1% | -8% | 19%
Cc1cc(C)nc(Nc2nc(C)c3cc4c(cc3n2)OCO4)n1
    -4% | -5% | -5% | 9% | 23 | -1% | -2% | -6% | 1%
c1ccc(-n2nc3c(ccc4cnnc43)[nH]2)cc1
    -9% | 12% | -9% | -3% | 0 | -9% | 5% | -2% | 8%
CCN(CCCNC(=O)Cn1cc2c(n1)CCCC2)c1cccc(C)c1
    -5% | -13% | 0% | 4% | -22 | -8% | 1% | 2% | -2%
CS(=O)(=O)N1CCC(C(=O)Nc2ccc(F)cc2)CC1
    3% | 20% | 4% | -8% | -4 | -3% | -1% | -4% | -1%
Cc1cc(OCCOCCN(C)CCO)cc(C)c1Cl
    u | -3% | -15% | 1% | -4 | -4% | -7% | 3% | 21%
O=c1[nH]c(C2CCN(S(=O)(=O)c3cccc(Cl)c3)CC2)nc2c1nnn2Cc1ccccc1
    -6% | 46%[activator] | -8% | -8% | -5 | -14% | -9% | -11% | u
CCOC(=O)[C@@H]1[C@H]2COc3ccc(Br)cc3[C@H]2N2C(=O)N(c3ccc(Cl)cc3)C(=O)[C@]12C
    x | 13% | 0% | 0% | x | -18% | x | -14% | x
CCC(C)[C@H](NS(=O)(=O)c1ccc(C)cc1)C(=O)N1CCC(C(=O)N[C@@H](Cc2ccccc2)C(=O)O)CC1 (stereo partly drawn)
    -4% | 19% | 7% | i | -13 | -21% | 1% | 35% | 2%

# Taken from above, 8 compounds:
# Sequence of screens – Anesthetic bind | POLI inh | POLK inh | Tb PGK inh | RXFP1 antagonist | POLH inh | BLM helicase inh | APE1 inh | Pol beta inh
Cc1cc(C)nc(Nc2nc(C)c3cc4c(cc3n2)OCO4)n1
    -4% | -5% | -5% | 9% | 23 | -1% | -2% | -6% | 1%
c1ccc(-n2nc3c(ccc4cnnc43)[nH]2)cc1
    -9% | 12% | -9% | -3% | 0 | -9% | 5% | -2% | 8%
CCN(CCCNC(=O)Cn1cc2c(n1)CCCC2)c1cccc(C)c1
    -5% | -13% | 0% | 4% | -22 | -8% | 1% | 2% | -2%
CS(=O)(=O)N1CCC(C(=O)Nc2ccc(F)cc2)CC1
    3% | 20% | 4% | -8% | -4 | -3% | -1% | -4% | -1%
Cc1cc(OCCOCCN(C)CCO)cc(C)c1Cl
    u | -3% | -15% | 1% | -4 | -4% | -7% | 3% | 21%
O=c1[nH]c(C2CCN(S(=O)(=O)c3cccc(Cl)c3)CC2)nc2c1nnn2Cc1ccccc1
    -6% | 46%[activator] | -8% | -8% | -5 | -14% | -9% | -11% | u
CCOC(=O)[C@@H]1[C@H]2COc3ccc(Br)cc3[C@H]2N2C(=O)N(c3ccc(Cl)cc3)C(=O)[C@]12C
    x | 13% | 0% | 0% | x | -18% | x | -14% | x
CCC(C)[C@H](NS(=O)(=O)c1ccc(C)cc1)C(=O)N1CCC(C(=O)N[C@@H](Cc2ccccc2)C(=O)O)CC1 (stereo partly drawn)
    -4% | 19% | 7% | i | -13 | -21% | 1% | 35% | 2%

# Continuation.
# Sequence of screens – Anesthetic bind | POLI inh | POLK inh | Tb PGK inh | RXFP1 antagonist | POLH inh | BLM helicase inh | APE1 inh | Pol beta inh
COc1ccccc1NC(=O)Oc1ccc(NC(=O)c2ccco2)cc1
    -11% | 4% | -2% | 1% | -20 | -10% | -7% | -8% | u
O=c1c2ccccc2n2c(-c3cccc(F)c3)nnc2n1Cc1ccccc1
    -8%&-7% | 3%&6% | 2%&-11% | -7%&-1% | -16&3 | -22%&-9% | -2%&4% | -1% | 11%
COc1ccc(NS(=O)(=O)c2cn(C)cn2)c(OC)c1
    3% | 7% | -8% | 8% | 7 | -1% | -4% | 69% | 1%
COc1ccc(NC(=O)c2ccco2)cc1NC(=O)c1cc2ccccc2o1
    7% | -4% | -4% | i | -8 | -6% | -3% | 3% | 7%
CCOc1ccccc1C1NC(=O)NC(C)=C1C(=O)OC1CCCC1C (stereo not drawn)
    -20% | -3% | 0% | i | -17 | -17% | -14% | -3% | -2%
CC1CCCN(c2nc(-c3ccccc3O)nc3ccccc23)C1 (stereo not drawn)
    -6% | 25% | -1% | 9% | x | -13% | -6% | x | -5%
CCC(=O)c1ccc(N2CCN(C(=O)c3cccs3)CC2)c(F)c1
    -9% | -21% | -3% | -6% | -2 | -1% | 3% | -3% | 35%
Cc1cc(C)c(C#N)c(SCc2[nH]nc3c2C(c2ccc(F)cc2)C(C#N)=C(N)O3)n1 (stereo not drawn)
    3% | 7% | -6% | -4% | -5 | -3% | -4% | 1% | 8%
COC(=O)c1ccccc1NC(=O)Cn1c(=O)oc2ccc(Cl)cc21
    -8% | -2% | 0% | -7% | -2 | -11% | -1% | 4% | 2%
Cc1ccc(/C=N/NC(=O)c2ccc(-n3cccc3)cc2)o1
    -7% | u | -8% | -8% | -9 | -15% | -2% | 12% | -3%
O=C(NCC1CCCCC1)c1ccc(Cl)nc1
    -5% | 20% | -6% | -10% | -6 | 0% | 0% | -6% | 4%
O/N=C/c1ccc2cccc(OCc3ccccc3)c2n1
    -9% | -6% | -18% | 8% | 6 | -3% | -1% | 49%[activator] | 3%
Cc1ccc(-n2ncc3c(=O)n(CC#N)cnc32)cc1C
    -13% | 4% | -18% | -1% | 2 | -6% | -3% | 5% | 23%
Cc1ccc(CNC(=O)Cn2nnc(C(=O)Nc3cc(C)ccc3C)c2N)cc1
    -4% | 16% | -3% | i | -13 | -7% | -5% | 45% | 47%
CCC/C(=C1/c2ccccc2C(=O)N1c1ccccc1)c1cnc(OC)nc1
    x | 9% | -22% | -1% | x | -20% | x | -21% | x

# Compound activity deposited in PubChem by National Center for Advancing Translational Sciences (NCATS).
